# rCAG RNA binder: binders of r(CAG) RNA repeats, primary screen, biochemical, fluorescence | AID 651821, 2012 | inhibition, % at 3 µM | r(CAG) RNA repeat, TO-PRO-1 dye displacement fluorescence | 370,000 tested, 1.3% active;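 active means inhibition above the plate cutoff, the mean of all test compounds on that plate plus 3 SD, cut at about 35% in these data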;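 further: 0% = DMSO alone and 100% = 100 µM mitoxantrone as full dye displacement; higher means more dye released from RNA so lower well fluorescence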
# Rev-erbA mod: modulators of Rev-erb alpha DNA binding, primary screen, biochemical, FITC-DNA, fluorescence polarization, uHTS; Nuclear receptor subfamily 1 group D member 1 (Homo sapiens), P20393; Rev-erbα–FITC-DNA binding, 90 min; 370,000 tested, 0.79% active; activity, % at 10 µM;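 active means activity above about 14%, limit read from the data; passing the limit was not always enough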;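 further: 0% = DMSO wells with 35 nM protein and 100% = DMSO wells with 750 nM protein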
# UHRF1 MBD2 ctr: UHRF1 methylated DNA binding inhibitors, primary screen, counter-screen for MBD2 inhibitor project, biochemical, TR-FRET, human UHRF1, single concentration; 370,000 tested, 0.75% active; AID 687016, 2013; E3 ubiquitin-protein ligase UHRF1 (Homo sapiens), Q96T88; UHRF1 binding to methylated oligo; inhibition, % at 4.4 µM; in the data active means inhibition above about 21%;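 further: UHRF1 SRA domain binding a hemimethylated CpG hairpin DNA probe; 0% = median of test compound wells and 100% = reference inhibitor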
# Target sequence (Q96T88 whole entry, looked up, the tested form may be a part): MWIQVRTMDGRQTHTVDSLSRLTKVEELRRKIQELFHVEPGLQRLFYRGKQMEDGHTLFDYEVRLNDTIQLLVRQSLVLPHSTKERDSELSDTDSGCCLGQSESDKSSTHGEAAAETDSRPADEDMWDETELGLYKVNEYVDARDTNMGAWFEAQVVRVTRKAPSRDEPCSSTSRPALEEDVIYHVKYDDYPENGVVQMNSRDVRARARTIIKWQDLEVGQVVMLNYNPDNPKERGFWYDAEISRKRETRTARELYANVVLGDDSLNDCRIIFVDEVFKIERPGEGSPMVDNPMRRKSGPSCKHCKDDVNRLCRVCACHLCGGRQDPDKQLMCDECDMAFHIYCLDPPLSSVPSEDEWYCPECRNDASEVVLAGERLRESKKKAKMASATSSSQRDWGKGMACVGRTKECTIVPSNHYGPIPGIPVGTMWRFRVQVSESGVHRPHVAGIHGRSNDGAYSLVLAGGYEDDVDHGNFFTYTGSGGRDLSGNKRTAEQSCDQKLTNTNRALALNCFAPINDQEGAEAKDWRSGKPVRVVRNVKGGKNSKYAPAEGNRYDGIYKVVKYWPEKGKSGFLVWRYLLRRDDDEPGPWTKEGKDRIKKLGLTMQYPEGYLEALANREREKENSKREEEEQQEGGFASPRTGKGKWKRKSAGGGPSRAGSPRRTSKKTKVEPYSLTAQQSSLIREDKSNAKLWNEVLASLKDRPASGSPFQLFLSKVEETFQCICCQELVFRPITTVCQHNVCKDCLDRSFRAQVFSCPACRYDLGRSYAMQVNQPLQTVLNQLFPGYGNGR
# HTRA1 inhibitor: HTRA1 serine protease inhibitors, primary screen, biochemical, fluorescence polarization, HTS; Q92743; recombinant HTRA1, FP-rhodamine activity-based probe; inhibition, % at 5.96 µM; 340,000 tested, 0.5% active; in the data active means inhibition above about 36%;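 further: 0% = enzyme with DMSO and 100% = wells lacking enzyme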
# mABHD4 FP: ABHD4 inhibitors, primary screen, biochemical, fluorescence polarization, mouse; 370,000 tested, 0.54% active; inhibition, % at 8.92 µM; purified mABHD4, FP-Rh probe fluorescence polarization;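 active means inhibition exceeding the mean over every tested compound plus 3 SD, cut at about 30% in these data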;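 further: 0% = plate median of compound wells and 100% = S159A mutant with DMSO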
# Target sequence (Q8VD66 whole entry, looked up): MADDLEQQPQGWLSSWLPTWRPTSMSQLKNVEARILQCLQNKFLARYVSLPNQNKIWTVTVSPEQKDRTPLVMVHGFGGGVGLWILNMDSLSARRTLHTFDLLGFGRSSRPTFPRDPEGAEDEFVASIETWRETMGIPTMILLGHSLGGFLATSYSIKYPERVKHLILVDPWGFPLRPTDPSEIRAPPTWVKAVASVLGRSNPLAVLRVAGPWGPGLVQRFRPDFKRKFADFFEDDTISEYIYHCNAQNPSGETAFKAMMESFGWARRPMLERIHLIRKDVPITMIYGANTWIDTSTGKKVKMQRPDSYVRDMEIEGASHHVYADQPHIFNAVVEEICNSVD
#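 assay system = mABHD4 protein | compound dosing = single nominal dose of 8.92 µM, 0.89% DMSO final | read-out basis = percent inhibition of probe binding, normalized to plate controls | schedule = Enzyme–compound pre-incubation 45 min, then probe 60 min, both 25 °C | detection = fluorescence polarization, excitation 525 nm, emission 598 nm, BODIPY TMR filters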
# LEDGF integ inh: blockers of LEDGF/p75-dependent integrase strand transfer – biochemical, TR-FRET, high throughput, primary screen | 370,000 tested, 0.64% active | HIV-1 integrase (with human LEDGF/p75) | inhibition, % at 3.7 µM | TR-FRET IN-LEDGF/p75 DNA integration, Eu/Cy5 | AID 743269, 2014;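 active means inhibition above the screen-wide mean plus 3 SD, cut at about 13% in these data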;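 further: signal is the Cy5 over europium emission ratio at 671 and 618 nm; 0% = plate median of compound wells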
# PRMT1 inh: PRMT1 methyltransferase inhibitors, primary screen, biochemical, fluorescence polarization | recombinant PRMT1, activity-based probe fluorescence polarization | inhibition, % at 2.79 µM | 370,000 tested, 1.3% active | AID 652257, 2013;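 active means inhibition above about 21% made by adding two undisclosed values, limit read from the data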
# PG9 binder: binders of HIV-1 gp120 antibody PG9, primary screen, biochemical, TR-FRET. HIV-1 gp120 / PG9 antibody interaction. TR-FRET gp120-PG9 antibody binding. inhibition, % at 6.7 µM. 360,000 tested, 0.43% active. AID 624416, 2012; in the data active means inhibition above about 8.5%
# TCR CD3 inh: inhibitors of human TCR-CD3 interaction, primary screen, biochemical, fluorescence, TAMRA-labeled TCR probe; inhibition, % at 9.4 µM; 360,000 tested, 0.37% active; AID 651800, 2012; in the data active means inhibition above about 19%;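 further: recombinant mutant TCR 2C K166C tagged with TAMRA read by polarization; 0% = receptor in buffer alone and 100% = receptor with positive control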
# MBD2 inh: inhibitors of MBD2 binding to methylated DNA, primary screen, biochemical, TR-FRET, DNA-binding domain, human; MBD2 binding to methylated oligonucleotide; 370,000 tested, 0.31% active; Methyl-CpG-binding domain protein 2 (Homo sapiens), Q9UBB5; inhibition, % at 4.4 µM; AID 686964, 2013; in the data active means inhibition above about 13%
# Active calls of the source: *; nt = not tested or not shown; & = joins results of further samples. Not all compounds are listed; count on the stated rates, not on these rows.
# Below each compound – TCR CD3 inh, HTRA1 inhibitor, mABHD4 FP, UHRF1 MBD2 ctr, Rev-erbA mod, PRMT1 inh, LEDGF integ inh, PG9 binder, MBD2 inh, rCAG RNA binder
> Cc1ccnc2nc(C(=O)OCC(=O)NCc3cccc(Cl)c3)nn12
    6, -8, 4, -3, -2, -1, -3, -1.8, -1, 5
> CN(C(=O)N1CCN(c2ccccn2)CC1)c1ccccc1
    5, 9, 1, 1, 0, -1, 0, 0.4, -4, -3
> CCC(C)Sc1nnc(NC(=O)c2ccco2)s1 (stereo not given)
    2, -2, 0, 0, -2, 0, -1, -0.1, 0, 1
> Cc1ccc(NC(=O)N2CCc3ccccc3C2)cc1C
    -1, 4, -3, 0, -4, 0, 0, 0.8, 1, -2
> O=C(N/N=C\c1ccc(Cl)s1)c1cccs1
    -3, 19, -6, -2, -7, 1, 0, -3.2, -4, 4
> Oc1ccc(Br)cc1/C=N/n1cnc2ccccc21
    4, -11, 2, 1, 2, 3, -1, -3.0, -5, 16
> CCNC(=O)Cc1ccc(Br)cc1
    2, 2, 4, -2, -2, -1, 0, 2.2, 2, -2
> O=C(c1cccs1)N1C[C@H](O)[C@@H](n2cc(C3CC3)nn2)C[C@@H]1c1ccccc1
    3, 2, -6, 1, 0, -1, 7, -0.3, 3, 1
> Nc1nc(Nc2ccc(Cl)cc2)n[nH]1
    2, 0, 4, -4, 5, -2, -4, 2.4, -2, 2
> COc1ccc(Cn2ccnc2SCC(=O)NC2CCCCC2)cc1
    1, 7, 2, -2, -2, -2, 3, -1.2, -6, -5
> CC(C)(C)CC(C)(C)c1ccc(O)c(Cc2ccc(Cl)cc2Cl)c1
    -2, 1, -24, 0, 3&4, 2, 1, -2.6, 1, 2
> Cc1c(/C=N/NC(=O)c2cccs2)c2ccccc2n1Cc1ccccc1Cl
    11, -5, -5, 0, 3, -4, 3, -0.1, 1, 0
> O=C(Nc1ccccc1)c1ccc(=O)n(Cc2ccc(F)c(F)c2)c1
    8, -15, -5, 6, -2, 4, -7, -2.1, 4, -7
> COc1cc(OC)cc(C(=O)Nc2ccc(-n3cnnn3)c(C)c2)c1
    2, 1, -1, -2, 6, -2, -2, 1.9, 0, -2
> COc1ccc(S(=O)(=O)N2CCSC2)cc1C
    -5, 0, 7, 1, -1, -4, -2, -1.2, 4, 1
> NC(=O)c1cc(NC(=O)CCNS(=O)(=O)c2cccc(C(F)(F)F)c2)cc(C(N)=O)c1
    5, -1, 0, -2, -1, -1, 1, 1.5, -5, 3
> Cc1cc(Cl)ccc1N(CC(=O)N(C)Cc1ccccc1)S(C)(=O)=O
    -9, -2, -2, 1, 5, 1, -2, -1.1, 6, -1
> Cc1nccn1C(c1ccccc1)c1ccccc1
    3, -7, 4, 10, 0, 6, -3, 1.8, 6, -3
> CCCN(CC(=O)Nc1ccccc1C)C(=O)c1ccc2ccccc2n1
    -5, 3, 3, 2, -4, 2, -8, -0.5, -4, -4
> Cc1ccc(S(=O)(=O)Cn2nnnc2C(C(C)C)N2CCN(Cc3ccco3)CC2)cc1 (stereo not given)
    -2, -2, 11, 4, 2, 2, 1, 0.5, 8, -10
> Cc1ccc(S(=O)c2ccc(C)cc2)cc1
    0, -6, -1, 2, 3, -1, -1, 1.1, 2, 0
> CC(C)(C)OC(=O)N1CCC(c2c(C(=O)NCC3CCN(C4CCCC4)C3)cnn2-c2ccc(F)cc2)CC1 (stereo not given)
    3, 5, 11, 1, 6, 1, 1, -0.2, 1, -2
> COc1ccc(NC(=O)C2CCCN(c3ncccn3)C2)cc1 (stereo not given)
    2, 9, 3, -2, -4, -3, 2, -3.6, 1, -2
> COc1ccc(CNC(=O)C(c2ccncc2)N(C(=O)Cc2cccs2)c2cccc(C)c2)cc1 (stereo not given)
    -3, -10, 1, -1, -2, -3, 0, -0.1, 2, -8
> NC(Cc1ccc(Cl)cc1)c1csc(Nc2cc(Oc3ccccc3)ncn2)n1 (stereo not given)
    -4, nt, 20, -2, -2, 1, 2, 0.3, 0, 12
> Cc1ccccc1NS(=O)(=O)c1ccc(C(=O)NCC2CCCO2)cc1 (stereo not given)
    -6, -2, 2, 3, -1, 1, -9, 1.1, 3, -3
> COC(=O)CC(CC(=O)OC)n1cccc1
    -2, 9, 4, 3, 2, -4, 3, -0.8, -1, 2
> O=c1ccc2cc(S(=O)(=O)N3CCOCC3)ccc2o1
    5, -9, 1, 9, 2, -1, -5, -1.9, 3, -1
> CCOCCCNC(=O)c1cc(Cl)c(NC(=O)C2=C(C)OCCS2)cc1OC
    4, -7, -12, -3, -1, -6, 9, -1.8, -1, -4
> COc1ccccc1CNc1ccc(Br)cn1
    -2, -6, -1, -1, 3, 0, -5, -0.6, 1, -3

# A run of entries of the results above:
# Below each compound – TCR CD3 inh, HTRA1 inhibitor, mABHD4 FP, UHRF1 MBD2 ctr, Rev-erbA mod, PRMT1 inh, LEDGF integ inh, PG9 binder, MBD2 inh, rCAG RNA binder
> Cc1ccc(S(=O)(=O)Cn2nnnc2C(C(C)C)N2CCN(Cc3ccco3)CC2)cc1 (stereo not given)
    -2, -2, 11, 4, 2, 2, 1, 0.5, 8, -10
> Cc1ccc(S(=O)c2ccc(C)cc2)cc1
    0, -6, -1, 2, 3, -1, -1, 1.1, 2, 0
> CC(C)(C)OC(=O)N1CCC(c2c(C(=O)NCC3CCN(C4CCCC4)C3)cnn2-c2ccc(F)cc2)CC1 (stereo not given)
    3, 5, 11, 1, 6, 1, 1, -0.2, 1, -2
> COc1ccc(NC(=O)C2CCCN(c3ncccn3)C2)cc1 (stereo not given)
    2, 9, 3, -2, -4, -3, 2, -3.6, 1, -2
> COc1ccc(CNC(=O)C(c2ccncc2)N(C(=O)Cc2cccs2)c2cccc(C)c2)cc1 (stereo not given)
    -3, -10, 1, -1, -2, -3, 0, -0.1, 2, -8
> NC(Cc1ccc(Cl)cc1)c1csc(Nc2cc(Oc3ccccc3)ncn2)n1 (stereo not given)
    -4, nt, 20, -2, -2, 1, 2, 0.3, 0, 12
> Cc1ccccc1NS(=O)(=O)c1ccc(C(=O)NCC2CCCO2)cc1 (stereo not given)
    -6, -2, 2, 3, -1, 1, -9, 1.1, 3, -3
> COC(=O)CC(CC(=O)OC)n1cccc1
    -2, 9, 4, 3, 2, -4, 3, -0.8, -1, 2
> O=c1ccc2cc(S(=O)(=O)N3CCOCC3)ccc2o1
    5, -9, 1, 9, 2, -1, -5, -1.9, 3, -1
> CCOCCCNC(=O)c1cc(Cl)c(NC(=O)C2=C(C)OCCS2)cc1OC
    4, -7, -12, -3, -1, -6, 9, -1.8, -1, -4
> COc1ccccc1CNc1ccc(Br)cn1
    -2, -6, -1, -1, 3, 0, -5, -0.6, 1, -3

# (next part)
# Below each compound – TCR CD3 inh, HTRA1 inhibitor, mABHD4 FP, UHRF1 MBD2 ctr, Rev-erbA mod, PRMT1 inh, LEDGF integ inh, PG9 binder, MBD2 inh, rCAG RNA binder
> O=C(CSc1nc2ncc(Cl)cc2[nH]1)N(Cc1ccccc1)C1CCS(=O)(=O)C1 (stereo not given)
    4, -3, -3, -2, 3, 1, 0, -0.3, -1, 1
> CCOc1ccc(-c2nnn(CC(=O)NCc3ccc(C)cc3)n2)cc1
    14, 3, -4, -2, -6, -1, 2, -2.0, 1, -1
> CCCOCCOC(=O)c1[nH]c2c(c1C)C(=O)CC(c1cc(OC)ccc1OC)C2 (stereo not given)
    -5, -13, 0, -4, 7, -2, 2, 1.9, -2, 0
> Cc1ccc(S(=O)(=O)CCC(=O)OCC(=O)N(C)C2CCS(=O)(=O)C2)cc1 (stereo not given)
    1, -6, 10, -2, 2, 1, -3, 0.0, 4, 3
> C=CCn1c(=O)c2c(C)c(C)sc2n2c(Nc3ccccc3)nnc12
    6, -5, -4, 0, -1, 0, -2, -2.5, 0, 4
> O=C1NC2(CCCCC2)C(=O)N1CCS(=O)(=O)Oc1ccc(Br)cc1
    -2, 2, -8, 1, 5, 3, -6, 0.8, 4, -8
> O=C(COC(=O)c1cncc(Br)c1)NCC12CC3CC(CC(C3)C1)C2
    4, -10, -7, -2, -5, 0, -3, 2.9, -4, -4
> COc1ccc(OC)c(NC2=C(Cl)C(=O)N(Cc3ccccc3)C2=O)c1
    -4, -5, -20, -1, 4, 3, -2, 0.2, 3, 3
> O=c1[nH]c(/C=C/c2ccccc2Cl)nc2ccccc12
    3, 3, 3, -1, -13, 1, 0, -2.1, -3, 5
> CCOC(=O)C1CN(Cc2ccccc2)C(=O)C1=O (stereo not given)
    0, 4, 4, -2, -4, -2, 0, 0.0, -1, -1
> O=C(Cc1cccc2ccccc12)Nc1ccc(Br)cc1C(=O)O
    3, -29, -44, -1, -2, 1, -3, 0.1, 2, 22
> O=C(NCC1CCN(C(=O)C(=O)c2cccs2)CC1)c1cccnc1
    5, nt, 6, -1, -3, -2, -1, 1.4, 4, 2
> COc1cccc(S(=O)(=O)Nc2ccc3c(c2)C(=O)N(C)C[C@H](OC)[C@H](C)CN[C@@H](C)CO3)c1
    0, nt, -6, 3, 6, 5, 1, -0.5, 6, 1
> O=C(NC(=S)Nc1cccc2ncccc12)c1ccccc1
    1, 0, -10, -2, 7, -10, 7, 2.4, -1, 0
> COc1ccc(C(=O)CN2CCN(c3ccc(F)cc3)CC2)cc1OC
    -1, 1, 9, 0, 1, 1, 2, -2.0, 0, -3
> O=C(Nc1nnc(-c2ccco2)o1)c1ccc(S(=O)(=O)N2CCOCC2)cc1
    0, 9, 0, -2, -4, -2, 27*, -1.6, -2, 6
> Cc1ccc(S(=O)(=O)NNC(=O)c2cnn(-c3ccc(Cl)cc3)c2C(F)(F)F)cc1
    1, 3, -9, 1, -5, -7, 0, -0.7, -6, 5
> O=C(NC1CCCc2ccccc21)c1ccc(CNc2c(N3CCOCC3)c(=O)c2=O)cc1 (stereo not given)
    6, 0, 3, 0, 3, -3, 5, 0.1, -3, 5
> CN(C)CCOC(=O)NC12CC3CC(CC(C3)C1)C2
    3, -1, -1, -1, 4, -2, -1, -1.3, 4, 26
> CN(C)c1ccc(S(=O)(=O)NCC(=O)OCC(=O)Nc2cccc(Cl)c2)cc1[N+](=O)[O-]
    3, -6, -1, 0, -3, -3, -2, -0.6, 2, 12
> Cc1ccc(-n2ncc(C(=O)Nc3cc(Cl)ccc3C)c2C2CCNCC2)cc1C
    -4, 5, 5, 3, 0, 1, 3, 0.7, -1, 3
> CCc1ccc(-c2cc(C)no2)cc1S(=O)(=O)Nc1ccc(C)cn1
    2, 2, -1, -3, -1, -1, 3, -1.2, -5, 4
> O=C(COc1ccccc1Cl)Nc1ccccc1C(=O)NC1CC1
    0, -7, 4, 0, 3, -1, -4, 1.2, -2, -2
> COc1ccccc1NC(=O)CNC(=O)CC12CC3CC(CC(C3)C1)C2
    2, -9, 2, -1, 0, 0, 2, -0.5, -6, 1

# Source: PubChem BioAssay (several laboratories)
